HePTP inh = inhibitors of human HePTP phosphatase, primary screen, biochemical, absorbance, leukemia target | inhibition, % at 20 µM | 110,000 tested, 0.64% active | recombinant HePTP phosphatase activity, OD absorbance | Tyrosine-protein phosphatase non-receptor type 7 (Homo sapiens), P35236; in the data active means inhibition above about 50%;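 further: plate controls were vehicle for no effect and reference inhibitor for full effect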
Target sequence (P35236 whole entry, looked up): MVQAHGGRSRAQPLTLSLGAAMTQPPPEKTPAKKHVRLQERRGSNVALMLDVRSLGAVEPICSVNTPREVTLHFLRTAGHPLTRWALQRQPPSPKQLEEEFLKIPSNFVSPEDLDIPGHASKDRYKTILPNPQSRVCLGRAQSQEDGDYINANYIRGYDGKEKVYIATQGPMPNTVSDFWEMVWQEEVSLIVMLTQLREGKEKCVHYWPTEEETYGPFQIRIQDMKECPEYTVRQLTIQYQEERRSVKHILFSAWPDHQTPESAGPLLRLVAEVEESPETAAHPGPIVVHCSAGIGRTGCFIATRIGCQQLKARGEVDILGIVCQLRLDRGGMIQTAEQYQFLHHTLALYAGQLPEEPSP
BAP1 block = inhibitors of BAP1 deubiquitinase, primary screen, biochemical, Ub-AMC fluorescence, kinetic. Ubiquitin carboxyl-terminal hydrolase BAP1 (Homo sapiens), Q92560. recombinant BAP1, Ub-AMC hydrolysis fluorescence kinetic; stronger effect = lower value. activity remaining (% of control), % at 20 µM. 72,000 tested, 0.48% active. AID 436, 2006;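 active means activity remaining at or below 50% of control, provided the compound also passes the data quality filters; inactive means the rest, including low values that fail the filters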;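 further: 100% = DMSO wells rate and 0% = substrate alone blank rate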
Target sequence (Q92560 whole entry, looked up): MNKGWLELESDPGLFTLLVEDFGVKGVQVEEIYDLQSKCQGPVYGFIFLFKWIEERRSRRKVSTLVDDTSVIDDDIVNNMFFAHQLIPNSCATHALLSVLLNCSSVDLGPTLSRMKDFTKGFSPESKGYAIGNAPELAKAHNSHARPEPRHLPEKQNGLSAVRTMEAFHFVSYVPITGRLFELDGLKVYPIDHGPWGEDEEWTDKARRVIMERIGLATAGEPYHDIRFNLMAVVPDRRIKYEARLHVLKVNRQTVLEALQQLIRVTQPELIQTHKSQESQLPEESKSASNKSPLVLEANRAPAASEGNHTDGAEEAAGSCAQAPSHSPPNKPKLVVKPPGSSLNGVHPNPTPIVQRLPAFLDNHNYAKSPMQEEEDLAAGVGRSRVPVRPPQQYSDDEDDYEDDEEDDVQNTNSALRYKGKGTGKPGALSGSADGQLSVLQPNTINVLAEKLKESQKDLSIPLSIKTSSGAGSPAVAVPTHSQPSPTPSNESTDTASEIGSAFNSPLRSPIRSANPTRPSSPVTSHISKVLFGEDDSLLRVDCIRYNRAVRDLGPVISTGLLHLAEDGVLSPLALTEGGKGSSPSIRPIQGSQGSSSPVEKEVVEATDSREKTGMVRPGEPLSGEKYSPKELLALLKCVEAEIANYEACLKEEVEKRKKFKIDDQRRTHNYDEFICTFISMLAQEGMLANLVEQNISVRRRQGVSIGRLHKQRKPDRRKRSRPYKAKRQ
Active calls of the source: *; i = inactive; nt = no result given; & = joins results of further samples.

HePTP inh | BAP1 block | SMILES
8.0 | nt | COc1ccc(-c2csc(Nc3ccc4c(c3)OCO4)n2)cc1F
-10.0 | 92.4 | O=S(=O)(NCCc1ccccc1)c1cccc(S(=O)(=O)N2CCOCC2)c1
8.1 | 113.0 | Nn1c(SCC(=O)Nc2ccc(F)cc2)nnc1-c1cccnc1
3.5 | 91.9 | COc1ccc(/C(O)=C2\C(=O)C(=O)N(c3cc(C)on3)C2c2ccc(OC)c(OC)c2)cc1OC (stereo not drawn)
-1.2 | 88.5 | O=C(O)C1C(C(=O)Nc2cccc(Cl)c2)C2C=CC1C21CC1 (stereo not drawn)
103.6* | nt | O=C(Nc1nc2ccc3ccccc3c2s1)c1ccc(C(=O)c2ccccc2)cc1
4.9 | nt | O=C(Nc1ccc(N2CCOCC2)cc1)c1ccccc1F
-10.9 | 105.3 | O=C(COC(=O)CNS(=O)(=O)/C=C/c1ccccc1)NC1CCS(=O)(=O)C1 (stereo not drawn)
10.1 | 61.5 | O=C(CSc1nc(-c2ccco2)cc(C(F)(F)F)n1)N1CCc2ccccc2C1
4.6 | nt | COc1ccc(N(CC(=O)Nc2ccc(C(C)C)cc2)S(=O)(=O)c2ccccc2)cc1
3.7 | nt | CCOC(=O)C1=C(O)/C(=C/c2cccc(OC)c2)SC1=Nc1ccccc1
1.0 | 186.6 | CCOC(=O)C1=C(C)NC(=O)C1CC(=O)Nc1ccccc1 (stereo not drawn)
15.4 | 80.0 | CN(C)c1ccc(NC(=O)Cn2cc3c(n2)CCCC3)cc1
-2.5 | 92.8 | Fc1ccc(OCc2nc(-c3ccc(Br)o3)no2)c(F)c1
2.3 | 95.1 | Cc1cccc(NC(=O)c2snc3c(=O)[nH]cnc23)c1
-1.5 | 94.0 | CC(=O)Nc1ccc(-c2nnn(CC(=O)c3ccccc3)n2)cc1Cl
9.8 | 95.2 | COc1cccc(-n2c(SCC(=O)N3CCOCC3)nnc2-c2c[nH]c3ccccc23)c1
7.8 | 92.8 | COc1cc(C(=O)Nc2ccc(S(=O)(=O)Nc3onc(C)c3C)cc2)cc(OC)c1OC
7.1 | 46.0* | O=C(CSc1nnc(-c2c[nH]c3ccccc23)o1)N1c2ccccc2CCc2ccccc21
-7.6 | 109.0 | CCOc1ccc(-c2[nH]nc3c2C(c2ccc4c(c2)OCO4)C(C#N)=C(N)O3)cc1OC (stereo not drawn)
2.6 | nt | Cc1cc(C)nc(/N=C(\N)N2CCc3ccccc3C2)n1
5.1 | nt | CC(C)NC(=O)C1C(C=C(Cl)Cl)C1(C)C (stereo not drawn)
2.5 | 95.1 | Cc1cc(NC(=O)CSc2nnnn2Cc2ccccc2)no1
4.7 | nt | COc1cc(C(=O)NC(NC(=S)N2CCOCC2)C(Cl)(Cl)Cl)cc(OC)c1OC (stereo not drawn)
6.2 | nt | CCCSc1nc(N2CCCC2)c2c(c1C#N)CC(C)(C)OC2
-3.0 | nt | COc1cc(/C=c2\sc3n(c2=O)C(c2c(OC)ccc4ccccc24)C(C(C)=O)=C(C)N=3)cc(OC)c1OC (stereo not drawn)
5.2 | 88.4 | CCOc1cc(C2C3=C(CCCC3=O)NC3=C2C(=O)CCC3)ccc1OCCO
9.9 | 73.6 | Cc1cc(=O)[nH]c(SCc2nc3ccccc3s2)n1
-10.3 | nt | CCOC(=O)COc1c(Cl)cc(/C=C2\C(=O)NC(=O)N(c3ccc(C)cc3)C2=O)cc1Cl
3.4 | 96.9 | O=C(O)c1ccc2cc[nH]c2c1
3.5 | nt | CCC(Sc1nc2ccccc2[nH]1)C(=O)Nc1cc(C)on1 (stereo not drawn)
-6.3 | 71.2 | Cc1nn2c(=O)nc3sc4c(c3c2[nH]c1=O)CCCC4
-4.0 | 93.1 | COc1ccc(CCNC(=O)CSc2nc(C)nc3c2c(=O)n(C)c(=O)n3C)cc1OC
1.3 | 99.6 | COc1cccc(NC(=O)N2CCN(C(=O)C(Cc3ccc(OC)c(OC)c3)NC(C)=O)CC2)c1 (stereo not drawn)
7.5 | nt | Cc1ccccc1S(=O)(=O)N=C1C=CC(=O)C(Cl)=C1
-0.4 | 143.9 | COc1ccccc1-c1nn2c(C(F)(F)F)nnc2s1
0.9 | 73.8 | N#Cc1nc(COc2ccccc2)oc1N1CCOCC1
-5.9 | 174.1 | COc1ccccc1N1CCN(C2CCN(C(=O)c3cc(OC)c(OC)c(OC)c3)CC2)CC1
-4.5 | 89.7 | CCC(=O)N1CCc2cc(S(=O)(=O)NC(C(=O)NCc3ccc(F)cc3)C(C)C)ccc21 (stereo not drawn)
11.1&0.1 | 140.2 | c1ccc2c(c1)ncn2CCn1cnc2ccccc21

An excerpt of these results, with values under each structure:
Screens in order – HePTP inh, BAP1 block
N#Cc1nc(COc2ccccc2)oc1N1CCOCC1
 : 0.9, 73.8
COc1ccccc1N1CCN(C2CCN(C(=O)c3cc(OC)c(OC)c(OC)c3)CC2)CC1
 : -5.9, 174.1

New compounds follow:
HePTP inh | BAP1 block | SMILES
-4.3 | nt | CC1(C)OC2OC(COC(=O)c3ccccc3Cl)C3OC(C)(C)OC3C2O1 (stereo not drawn)
-2.4 | nt | CN1CCN(Cn2c(O)c(N=NC(=O)CSc3nc4ccccc4o3)c3ccccc32)CC1
7.0 | nt | O=[N+]([O-])c1cc(S(=O)(=O)Nc2ccc(O)c(Br)c2)ccc1Cl
8.6 | 146.9 | O=c1n(-c2ccccc2)c(=O)n(Cc2ccccn2)n1Cc1ccccn1
5.0 | 93.5 | CC(C)OC(=O)c1nnc(Cc2ccc(F)cc2)o1
-0.8 | nt | Cc1cccc(N2C(=O)/C(=C/c3ccc([N+](=O)[O-])cc3)SC2=S)c1C
1.5 | nt | O=C1NC(=O)N(c2cccc(F)c2)C(=O)/C1=C/c1ccc(O)c(Cl)c1
3.5 | nt | COC(=O)c1ccc(NC(=O)COc2ccccc2C(C)C)cc1
12.0 | nt | N#Cc1c(N)nc(-c2ccccc2)nc1-c1ccccc1
-13.0 | 104.5 | Cc1csc(SCC(=O)O)n1
8.8 | 68.3 | COc1ccc(OC)c(-c2cc(C(=O)N3CCN(c4ccccc4)CC3)no2)c1
-2.1 | 56.1 | CCn1c(=O)cc(SCC(=O)NCc2ccccn2)c2ccccc21
nt | 81.1 | O=C1Cc2c([nH]c3ccc(Br)cc23)-c2ccccc2N1
17.8&-5.5 | 103.4 | CCc1cccc(C)c1NC(=O)C1C2CCC(O2)C1C(=O)O (stereo not drawn)
2.0 | i | CN(C)c1oc(-c2cccs2)nc1C#N
3.8 | 83.1 | O=C1c2ccccc2C(=O)N1Cc1nc(-c2ccccc2)no1
6.7 | 94.6 | CC(C)C(c1nnnn1Cc1ccc(F)cc1)N1CCN(C2CCCCC2)CC1 (stereo not drawn)
7.0 | 103.5 | Cc1cc(C)n(CC(O)COc2ccccc2C(=O)Nc2ccccc2)n1 (stereo not drawn)
13.1 | nt | NNC(=O)CNC(c1ccccc1)c1cc(Br)ccc1NC(=O)c1ccccc1Cl (stereo not drawn)
7.0 | nt | CCOC(=O)C1CCN(C(=O)C2CCN(c3nc4ccc(OC)cc4s3)CC2)CC1

Structural class, the compounds so far containing a furan ring, fused or not
HePTP inh | BAP1 block | SMILES
10.1 | 61.5 | O=C(CSc1nc(-c2ccco2)cc(C(F)(F)F)n1)N1CCc2ccccc2C1
-2.5 | 92.8 | Fc1ccc(OCc2nc(-c3ccc(Br)o3)no2)c(F)c1

The results go on.
HePTP inh | BAP1 block | SMILES
2.6 | 88.4 | CCOC(=O)CNC(=O)C(=O)c1c(O)[nH]c2ccccc12
5.4 | nt | Cc1ccc(S(=O)(=O)c2nc(-c3ccc(F)cc3)oc2SCC(N)=O)cc1
-5.6 | nt | C/C(NCCCN1CCOCC1)=C(\C#N)C(=O)NCc1ccccc1
2.2 | 100.6 | CC(=O)Nc1nonc1-c1nc2ccccc2n1CCC#N
-10.8 | 98.6 | Cc1cc(C)cc(N(CC(=O)NCc2cccnc2)S(C)(=O)=O)c1
2.2 | 84.8 | CN1CCN(Cc2ccc(-c3ccc(Cl)cc3)o2)CC1
4.1 | nt | Cc1cccn2c(=O)c(/C=C3\SC(=S)N(CCc4ccccc4)C3=O)c(NCCCn3ccnc3)nc12
-0.6 | 113.5 | CCOC(=O)c1ccc(S(=O)(=O)N2CCN(CC(=O)NC(=O)NC3CCCCC3)CC2)cc1
4.7 | nt | CC(C)OC(=O)c1c(-c2ccc(Br)cc2)csc1NC(=O)/C=C/C(=O)O
-0.6 | 101.5 | CSc1ccccc1NC(=O)C1CCCO1 (stereo not drawn)
0.6 | nt | COC(=O)c1cc(C(=O)Nc2cc(C(F)(F)F)ccc2Cl)cc([N+](=O)[O-])c1
-0.8 | nt | CC1=N/C(=C\c2ccc(OC(F)F)cc2)C(=O)O1
2.3 | 95.0 | COc1ccc(-n2c(COc3ccc(C)cc3)nnc2SCC(N)=O)cc1
6.3 | 86.4 | CCn1cc(C(=O)NCc2ccc(OC)cc2OC)c(=O)c2ccc(C)nc21
15.7 | 90.0 | CCCn1c2c(c(O)c(C(=O)NC)c1=O)CCCC2
2.0 | nt | O=C(NCc1ccco1)c1ccc2snnc2c1
3.4 | 86.8 | CCN1CCN(C(=O)C2CCN(Cc3nc(-c4ccc(Cl)cc4)oc3C)CC2)CC1
10.2 | nt | O=C(Nc1ccc2oc(-c3cccnc3)nc2c1)c1sc2ccccc2c1Cl
nt | 100.2 | CC(C)NC[C@@H](O)COc1ccc(CC(N)=O)cc1
nt | 107.6 | COc1cccc(C2CC(c3ccccc3Cl)Nc3ncnn32)c1 (stereo not drawn)

Sorted by formula weight (high to low): part of the list above
HePTP inh | BAP1 block | SMILES
3.5 | 91.9 | COc1ccc(/C(O)=C2\C(=O)C(=O)N(c3cc(C)on3)C2c2ccc(OC)c(OC)c2)cc1OC (stereo not drawn)
-2.4 | nt | CN1CCN(Cn2c(O)c(N=NC(=O)CSc3nc4ccccc4o3)c3ccccc32)CC1
7.0 | nt | O=[N+]([O-])c1cc(S(=O)(=O)Nc2ccc(O)c(Br)c2)ccc1Cl
-1.2 | 88.5 | O=C(O)C1C(C(=O)Nc2cccc(Cl)c2)C2C=CC1C21CC1 (stereo not drawn)

The listing continues.
HePTP inh | BAP1 block | SMILES
-1.3 | 109.3 | O=C(NCCO)c1ccc2[nH]c3c(c2c1)CCCC3
6.0 | 60.0 | O=C(CSCc1ccccc1)NC1CCSC1=O (stereo not drawn)
5.4 | nt | CCOCCn1c(N(C)Cc2ccccc2)nc2c1c(=O)[nH]c(=O)n2C
-12.9 | nt | COC(=O)c1ccc(NC(NC(=O)c2ccc(OC)c(OC)c2)C(Cl)(Cl)Cl)cc1 (stereo not drawn)
1.3 | nt | Cc1ccc(N2C(=O)NC(=O)/C(=C\c3ccc(-c4cccc([N+](=O)[O-])c4)o3)C2=O)cc1
0.2 | nt | O=C(Nc1ccc(N2CCOCC2)cc1)c1ccc(Cl)cc1
-5.3 | 105.8 | Cc1ccc(-c2cc(C(F)F)n3ncc(C(=O)N4CCN5CCCC5C4)c3n2)cc1 (stereo not drawn)
-6.0 | 93.6 | CCOC(=O)C1=C(C)Nc2nc(C)nn2C1c1ccc(OC)c(OC)c1 (stereo not drawn)
0.8 | 137.4 | CCOCCn1c(SCc2c(F)cccc2Cl)nc2c1c(=O)[nH]c(=O)n2C
9.3 | 96.7 | Cc1ccccc1-n1nc2c(c1NC(=O)c1cccc(F)c1)CS(=O)C2 (stereo not drawn)
1.9 | nt | CC(=O)c1c(C)nc(-c2ccc([N+](=O)[O-])cc2)nc1N
6.8 | nt | COc1ccc(OCCNc2cc(N3CCOCC3)ccc2[N+](=O)[O-])cc1
8.0 | 118.2 | Cc1ccc(NC(=O)c2noc3c2CCCCC3)cc1C
2.5 | 104.3 | O=C(Cn1cnc2ccccc2c1=O)NCCC(=O)Nc1ccc2c(c1)OCCO2
-6.2 | nt | O=C(CN(c1cccc(Br)c1)S(=O)(=O)c1ccccc1)Nc1ccc(Cl)cc1
4.3 | nt | CCOc1ccccc1NC(=O)Cn1c(C)cc(COC)c(C#N)c1=O
6.8 | nt | CC(C)c1ccc(-c2cc(C(=O)NCCN3CCOCC3)c3ccccc3n2)cc1
9.8 | 115.3 | Cc1c(NC(=O)C2CC(c3c(F)cccc3Cl)=NO2)c(=O)n(-c2ccccc2)n1C (stereo not drawn)
-4.8 | nt | Cc1cc(C)nc(NS(=O)(=O)c2ccc(N/C=C/C(=O)c3ccc(Br)cc3)cc2)n1
1.1 | 139.1 | O=C(O)COc1ccc(-c2nnn(CC(=O)O)n2)cc1
1.2 | nt | CC1c2ccccc2C2(CCCC2)CN1C(=O)Cc1ccccc1 (stereo not drawn)
5.4 | 109.0 | CC1(C)CC(CCC(=O)Nc2ccc(S(N)(=O)=O)cc2)C(=O)O1 (stereo not drawn)
12.0 | nt | Cc1ccccc1C(=O)NNC(=O)C(C)C
-0.5 | 70.0 | NC(=O)c1ccc(-n2nnnc2Oc2ccccc2)cc1
7.9 | nt | O=C1CSC(=Nc2ccc(O)cc2)N1
4.3 | 122.6 | COc1cc(CO)cc(Br)c1OCC(=O)N1CCCCC1
-17.7 | nt | O=C(Nc1ccc(Cl)cc1)Oc1ccccc1[N+](=O)[O-]
-5.7 | nt | Cn1c(CNC2CCCCC2)nc2ccccc21
-18.5 | nt | O=C(O)CCCCCN1C(=O)C(=O)/C(=C(/O)c2ccc(Cl)cc2)C1c1cccc(F)c1 (stereo not drawn)
0.6 | nt | COc1ccc(C(=O)N2CCN(S(=O)(=O)c3ccc(Cl)cc3)CC2)cc1OC
4.0 | nt | COC(=O)c1cc(=O)nc2sc(-c3ccccc3)nn12
9.6 | nt | CCOC(=O)c1ccccc1NC(=O)c1ccc(Cl)cc1
7.6 | nt | CCOc1ccccc1/C=N/NC(=O)Cc1nnc(N)s1
10.2 | 54.6 | CC1(C2(O)CC(c3ccccc3)ON2)CCCCC1 (stereo not drawn)
3.4 | 65.9 | O=C(CCc1ccccc1)Nc1nc2n(n1)C(c1ccccc1)CC(=O)N2 (stereo not drawn)
9.7 | 97.5 | COc1ccc(C/C(N)=N/n2cnnc2)cc1Cl
